# E coli Lon inh = inhibitors of E. coli Lon protease, primary screen, biochemical, fluorescence polarization; inhibition, % at 7.94 µM; P0A9M0; 360,000 compounds, 0.42% hits; purified E. coli Lon protease; in the data active = inhibition above about 13%, passing the limit was not always enough;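 also: 0% = enzyme with probe and DMSO and 100% = no enzyme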
# Neddylation inh = inhibitors of cullin neddylation, primary screen, biochemical, TR-FRET, uHTS, NAE and Ubc12 | 360,000 compounds, 0.58% hits | calls only at 25 µM | NEDD8-conjugating enzyme Ubc12 (Homo sapiens) + NEDD8-activating enzyme E1 regulatory …; in the data active = inhibition above about 36%
# MT1-MMP act inh = blockers of MT1-MMP proenzyme processing, primary screen, HT1080 RFP-PRO-GFP cells, GFP/RFP fluorescence. GFP/RFP ratio fluorescence, overnight; percent of plate control window, DMSO zero. GFP/RFP ratio change, % at 20 µM. 360,000 compounds, 0.061% hits. AID 651647, 2012;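 active = GFP/RFP ratio change of at least 30% with cell ATP level not reduced by more than half and red fluorescence within 50% of control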; also: strong numbers were not always called active
#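 Test system: HT1080 cells expressing an RFP-PRO-GFP fluorescent reporter construct / Compound dosing: single-point 20 µM compound, 1% DMSO / Schedule: cells overnight before dosing, compound overnight, 37 °C, 5% CO2 / Evaluation: GFP/RFP fluorescence ratio / Control set: DMSO and RFP-L50D-GFP cell wells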
# MsrA act = bovine MsrA enzyme activators, primary screen, biochemical, absorbance, HTS; activation, % at 10.6 µM; purified bovine MsrA, absorbance read-out; 360,000 compounds, 0.3% hits; in the data active = activation above about 7.5%;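 also: 0% = vehicle and 100% = reference activator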
# FAS TE block = FAS thioesterase domain inhibitors, primary screen, biochemical, fluorescence intensity, uHTS | AID 602261, 2012 | 360,000 compounds, 0.67% hits | Fatty acid synthase (Homo sapiens), P49327 | inhibition, % at 15 µM | recombinant FAS-TE, OMFH fluorogenic substrate, fluorescence endpoint;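 active = compounds whose normalised, plate-corrected inhibition of enzyme fluorescence in the single-dose primary screen is 50% or more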;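 also: 0% = DMSO with enzyme and 100% = substrate without enzyme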
# Rin1 Abl inh = inhibitors of Rin1-Abl protein binding, primary screen, biochemical, TR-FRET | Tyrosine-protein kinase ABL1 (Homo sapiens) + Ras and Rab interactor 1 (Homo sapiens), … | inhibition, % at 7.35 µM | 360,000 compounds, 0.4% hits; in the data active = inhibition above about 5%, passing the limit was not always enough
# CendR NRP1 mod = modulators of CendR peptide binding to NRP-1, primary screen, biochemical, fluorescence polarization, uHTS | inhibition, % at 25 µM | 360,000 compounds, 0.85% hits | FAM-RPARPAR peptide binding to NRP-1 | Neuropilin-1 (Homo sapiens), O14786;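 active = inhibition or corrected inhibition above about 18%, plus a signal ratio from 0.5 to 1.5, limit read from the data, passing the limit was not always enough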; also: strong numbers were not always called active
# Target sequence (O14786 whole entry, looked up): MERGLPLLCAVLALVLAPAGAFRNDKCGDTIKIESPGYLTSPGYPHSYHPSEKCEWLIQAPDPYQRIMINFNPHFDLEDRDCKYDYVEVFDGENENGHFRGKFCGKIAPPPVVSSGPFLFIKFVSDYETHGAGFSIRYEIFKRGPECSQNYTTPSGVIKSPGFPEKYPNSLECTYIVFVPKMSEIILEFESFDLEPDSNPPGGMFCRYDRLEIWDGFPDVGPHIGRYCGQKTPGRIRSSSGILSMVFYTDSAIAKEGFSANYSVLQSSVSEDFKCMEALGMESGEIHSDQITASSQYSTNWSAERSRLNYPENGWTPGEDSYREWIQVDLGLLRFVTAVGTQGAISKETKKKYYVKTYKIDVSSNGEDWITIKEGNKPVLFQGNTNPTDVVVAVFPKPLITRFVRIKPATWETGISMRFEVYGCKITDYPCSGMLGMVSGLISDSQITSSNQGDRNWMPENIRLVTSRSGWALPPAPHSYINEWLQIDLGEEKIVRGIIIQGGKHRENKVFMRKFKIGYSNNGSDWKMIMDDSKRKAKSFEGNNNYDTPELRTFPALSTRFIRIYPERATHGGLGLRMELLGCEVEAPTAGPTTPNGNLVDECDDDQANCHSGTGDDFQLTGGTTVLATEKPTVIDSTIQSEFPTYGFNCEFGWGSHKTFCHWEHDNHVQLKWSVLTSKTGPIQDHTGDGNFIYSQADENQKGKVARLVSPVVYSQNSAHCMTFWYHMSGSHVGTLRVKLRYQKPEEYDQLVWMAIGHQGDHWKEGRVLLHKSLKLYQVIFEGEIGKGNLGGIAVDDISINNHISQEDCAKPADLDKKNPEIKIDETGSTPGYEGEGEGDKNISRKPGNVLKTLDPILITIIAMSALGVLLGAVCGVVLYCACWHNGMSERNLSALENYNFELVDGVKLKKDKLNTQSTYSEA
# MsrA inhibitor = bovine MsrA enzyme inhibitors, primary screen, biochemical, absorbance, HTS; Methionine sulfoxide reductase A (Bos taurus); purified bovine MsrA, absorbance read-out; inhibition, % at 15.5 µM; 360,000 compounds, 0.75% hits; in the data active = inhibition above about 4.5%;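 also: 0% = vehicle wells with enzyme and 100% = reference inhibitor wells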
# SKN-1 inh = suppressors of acrylamide-induced Pgst-4::GFP reporter in worms, primary screen, SKN-1 inhibitor project, whole organism, uHTS, GFP/RFP fluorescence ratio, strain VP596; AID 624304, 2012; inhibition, % at 21.8 µM; 360,000 compounds, 0.49% hits; C. elegans VP596 Pgst-4::GFP/RFP ratio, 24 h;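 active = interference check ratio from 0.5 to 1.5 plus GFP to RFP signal ratio inhibition reaching or exceeding a fixed threshold, cut at about 30% in these data, passing the limit was not always enough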; also: some compounds called inactive have numbers as strong as hits
# Numbers without * were called inactive; i = inactive; . = not tested or not shown.
Structure,E coli Lon inh,Neddylation inh,MT1-MMP act inh,MsrA act,FAS TE block,Rin1 Abl inh,CendR NRP1 mod,MsrA inhibitor,SKN-1 inh
CNC(=O)/C(C#N)=C/c1c(N2CCCCCC2)nc2ccccn2c1=O,-9,.,0,-1,-1,-3,-105,1.0,4
COc1cc2cc(CN(CCc3cccc(C)c3)C(=S)NCCCN(C)C)c(=O)[nH]c2cc1OC,3,i,-3,1,-13,0,10,0.9,-11
Cc1cc(N/C=C\C(=O)c2ccc(Cl)c(Cl)c2)no1,3,i,7,-4,-1,-2,12,-0.6,2
C=CCn1c(C)cc(C(=O)CSc2nc3ccccc3c(=O)[nH]2)c1C,-5,i,-10,-1,6,0,-18,1.1,30
CC(C)(C)c1ccc(OCC(=O)O)cc1,7,i,1,-1,-6,-2,5,1.1,-8
COc1ccc(CCNC(=O)C2CC(=O)N(C3CCCC3)C2)cc1OC (centres undefined),8,i,-2,-2,-6,-2,-10,-0.5,3
Cc1ccc2nc(N3CCN(c4ccccc4)CC3)c(C=O)c(=O)n2c1,8,i,4,-4,0,2,5,0.9,-3
CC1C(=O)N(Cc2cn(CCC3OCCCO3)nn2)CCS(=O)(=O)N1Cc1ccc(-c2ccncc2)cc1 (centres undefined),6,i,-1,-6,-6,-2,-12,1.2,0
CC(=O)N1CCOc2ccc(S(=O)(=O)NCCc3ccccc3)cc21,0,i,-8,-11,-2,2,12,0.9,20
Cc1[nH]c2ccccc2c(=O)c1C(=O)/C=C/c1ccccc1,-8,i,-13,-3,1,1,-1,1.3,5
CSc1ncccc1C(=O)OCC(=O)NCCCc1ccccc1,-5,i,-3,-2,9,-1,-8,0.0,7
Cc1csc(NC(=O)C2CCCN(S(=O)(=O)c3ccc4c(c3)oc(=O)n4C)C2)n1 (centres undefined),-11,i,-3,0,8,0,-18,-0.3,6
CN(C)C(CNC(=O)c1ccc2ccccc2c1)c1ccco1 (centres undefined),-3,i,-1,-4,0,1,-12,0.6,-4
CNC(=O)OC1CC2CC1[C@H]1CCCCN1C2=O (some centres undefined),-9,i,1,0,-10,.,12,-0.8,0
CCCCN(C(C)=O)c1ccc2c(c1)C1CC2CCN1C(=O)OCc1ccccc1 (centres undefined),-4,i,0,-1,10,-4,4,0.4,-1
COc1cccc(N=Nc2c(=O)[nH]n3c(=O)c4c([nH]c23)CCC4)c1,-5,i,21,-3,-6,-4,11,0.3,6

# Part of the list above, reformatted:
# Results follow in this order: E coli Lon inh	Neddylation inh	MT1-MMP act inh	MsrA act	FAS TE block	Rin1 Abl inh	CendR NRP1 mod	MsrA inhibitor	SKN-1 inh
CNC(=O)/C(C#N)=C/c1c(N2CCCCCC2)nc2ccccn2c1=O
    -9	.	0	-1	-1	-3	-105	1.0	4
COc1cc2cc(CN(CCc3cccc(C)c3)C(=S)NCCCN(C)C)c(=O)[nH]c2cc1OC
    3	i	-3	1	-13	0	10	0.9	-11
Cc1cc(N/C=C\C(=O)c2ccc(Cl)c(Cl)c2)no1
    3	i	7	-4	-1	-2	12	-0.6	2
C=CCn1c(C)cc(C(=O)CSc2nc3ccccc3c(=O)[nH]2)c1C
    -5	i	-10	-1	6	0	-18	1.1	30
CC(C)(C)c1ccc(OCC(=O)O)cc1
    7	i	1	-1	-6	-2	5	1.1	-8
COc1ccc(CCNC(=O)C2CC(=O)N(C3CCCC3)C2)cc1OC (centres undefined)
    8	i	-2	-2	-6	-2	-10	-0.5	3
Cc1ccc2nc(N3CCN(c4ccccc4)CC3)c(C=O)c(=O)n2c1
    8	i	4	-4	0	2	5	0.9	-3
CC1C(=O)N(Cc2cn(CCC3OCCCO3)nn2)CCS(=O)(=O)N1Cc1ccc(-c2ccncc2)cc1 (centres undefined)
    6	i	-1	-6	-6	-2	-12	1.2	0
CC(=O)N1CCOc2ccc(S(=O)(=O)NCCc3ccccc3)cc21
    0	i	-8	-11	-2	2	12	0.9	20
Cc1[nH]c2ccccc2c(=O)c1C(=O)/C=C/c1ccccc1
    -8	i	-13	-3	1	1	-1	1.3	5
CSc1ncccc1C(=O)OCC(=O)NCCCc1ccccc1
    -5	i	-3	-2	9	-1	-8	0.0	7
Cc1csc(NC(=O)C2CCCN(S(=O)(=O)c3ccc4c(c3)oc(=O)n4C)C2)n1 (centres undefined)
    -11	i	-3	0	8	0	-18	-0.3	6

# The list goes on.
Structure,E coli Lon inh,Neddylation inh,MT1-MMP act inh,MsrA act,FAS TE block,Rin1 Abl inh,CendR NRP1 mod,MsrA inhibitor,SKN-1 inh
COC(=O)N/N=C1\CCCc2c(C)cc(C)cc21,0,i,1,-5,-4,-2,5,-0.6,6
COC(=O)c1cc(S(=O)(=O)Nc2cc(OC)cc(OC)c2)cn1C,-5,i,2,-5,-11,0,0,0.0,-7
COc1cccc(/C=N/Nc2nc(Nc3ccccc3)nc(-n3nc(C)cc3C)n2)c1O,3,i,-13,-2,11,4,11,3.3,11
COC(=O)c1cc(-c2ccc(OC)cc2)n[nH]1,1,i,0,-5,-4,2,0,1.9,11
COc1cc(OC)cc(-c2noc([C@@H]3O[C@H](CO)[C@@H](O)[C@H]3O)n2)c1,-12,i,4,6,-4,1,7,-0.7,10
NS(=O)(=O)c1ccc(NC(=O)c2ccc(S(=O)(=O)N3CCCCCC3)cc2)cc1,7,i,-4,-3,-1,0,3,0.0,-6
O=C(CNC(=O)c1ccc2c(c1)OCO2)NCCOc1ccc(Cl)cc1,-1,i,1,-4,1,2,3,2.4,10
c1cnc(SCCOc2ccc3c(c2)CCC3)nc1,-3,i,0,-12,6,5,-3,-0.4,1
Cc1[nH]c2ccccc2c1C(=O)C(=O)NCc1cccs1,8,i,2,-7,-6,-6,-9,1.0,10
OC(c1ccc(Cl)cc1)c1ncc(-c2ccc(Cl)cc2)[nH]1 (centres undefined),7,i,4,-2,13,2,-8,-0.3,13
CC1(C(=O)NS(=O)(=O)c2ccc(Cl)cc2)CCN1C(=O)C1(c2ccccc2)CCCC1 (centres undefined),-3,i,2,0,-5,-3,-10,0.6,8
COc1ccccc1CNC(=O)c1cc(S(=O)(=O)N2CCN(c3ccccc3)CC2)ccc1Cl,-8,i,5,-1,65*,-3,15,-0.1,8
Cc1occc1C(=O)N/N=C/c1ccc(-c2cccc([N+](=O)[O-])c2)o1,6,i,-3,-4,21,2,-5,5.0*,24
COc1ccccc1NC(=O)N(Cc1ccco1)Cc1cc2cccc(C)c2[nH]c1=O,6,i,-3,2,4,-2,26*,0.1,16
C/C(=N\Nc1ccccn1)c1ccc(N2CCOCC2)cc1,-9,i,3,-4,-4,1,-6,3.0,-9
Cc1ccccc1OCC(=O)N1CCN(C(=O)COc2ccccc2C)CC1,-4,i,1,-2,0,3,1,0.0,-10
CCC(C)Sc1ccc([C@H]2N[C@@](Cc3ccccc3)(C(=O)OC)[C@H]3C(=O)N(C)C(=O)[C@@H]23)cc1 (some centres undefined),6,i,0,1,29,2,-8,-0.1,19
O=C(CN1C(=O)NC2(CCCC2)C1=O)OCCOc1cccc(Cl)c1,9,i,3,3,-4,0,6,0.9,3
CCCOC(=O)CN1C(=O)c2ccc(C(=O)OCCC)cc2C1=O,3,i,1,3,1,-2,8,0.2,2
Cc1cc(-c2c(C)[nH]n(-c3ccccc3)c2=O)n[nH]1,5,i,5,-12,-9,0,12,0.4,2
CC(C)NC(=O)C1(O)c2ccccc2NC(=O)N1c1ccc(Cl)c(Cl)c1 (centres undefined),3,i,1,0,-7,-1,-13,0.2,-16
Cc1cc(C)cc(-n2nc(C)cc2N)c1,-7,i,-12,-13,-6,3,-6,-0.8,4
Oc1ccc(C=Nc2ccccc2-c2nc3ccccc3[nH]2)cc1,-7,.,1,-4,-2,0,-14,3.8,5
O=C(CSc1ccc(-c2cccs2)nn1)NCCc1ccccc1,0,i,3,-3,2,-2,-10,1.0,24

# Whole records from above. Order of screens: E coli Lon inh | Neddylation inh | MT1-MMP act inh | MsrA act | FAS TE block | Rin1 Abl inh | CendR NRP1 mod | MsrA inhibitor | SKN-1 inh
# `O=C(CSc1ccc(-c2cccs2)nn1)NCCc1ccccc1` reads 0 | i | 3 | -3 | 2 | -2 | -10 | 1.0 | 24
# `Oc1ccc(C=Nc2ccccc2-c2nc3ccccc3[nH]2)cc1` reads -7 | . | 1 | -4 | -2 | 0 | -14 | 3.8 | 5

# Further entries.
Structure,E coli Lon inh,Neddylation inh,MT1-MMP act inh,MsrA act,FAS TE block,Rin1 Abl inh,CendR NRP1 mod,MsrA inhibitor,SKN-1 inh
CCc1nc2c(OCc3cccc(Cl)c3)cccn2c1N(C)C(=O)c1ccco1,6,i,-12,2,2,0,-5,-0.2,20
CCOC(=O)c1sc(NC(=O)CC2OC(=O)c3ccccc32)nc1C (centres undefined),-11,i,-2,-2,4,3,2,-1.0,-8
O=C(/C=C/Sc1ccc(C(F)(F)F)cn1)c1ccccc1,-8,i,11,-2,7,1,7,-0.8,2
CCN(CC(=O)Nc1cccc(OC)c1)CC(=O)Nc1cccc2ccccc12,7,i,-1,-2,16,-2,5,0.6,12
O=c1oc2ccccc2c(N2CCCC2)c1CN1CCCC1,-6,i,0,-13,-11,-1,3,0.2,1
O=C(c1cccs1)N1C[C@H](n2cc(C3CC3)nn2)[C@@H](O)C[C@@H]1c1ccc(Cl)cc1,-3,i,3,-9,-6,-3,1,0.7,0
COc1ccc(S(=O)(=O)N2CCC(Nc3ccccc3Cl)CC2)cc1,-3,i,-8,-2,34,1,1,-1.5,34
Cc1ccc(COCCN2CCN(S(=O)(=O)c3ccc(C)cc3)CCC2=O)cc1,-1,i,1,-10,4,-1,6,-0.6,-17
COc1ccc(NC(=O)c2nc3nccc(C)n3n2)cc1S(=O)(=O)N1CCOCC1,1,i,1,-3,-9,-1,7,1.5,-6
Cc1cc(F)c(F)c(C(=O)N2CCOCC2)c1,-10,i,1,-6,-8,-2,-3,-1.6,0
COCCC(=O)N1CCCC(CNS(=O)(=O)c2ccc(OC)cc2)C1 (centres undefined),-3,i,-4,-10,-7,-2,-8,1.9,3
O=C(NCCc1ccc2c(c1)OCO2)Oc1ccccc1,0,i,2,-3,-4,.,-8,1.8,-11
COc1ccc(N2C(=O)C3C4C=CC(C4)C3C2=O)nn1 (centres undefined),-2,i,-1,-4,-5,1,0,0.0,-17
CC(=O)c1cccc(NC(=O)c2ccc(S(=O)(=O)N3CC(C)OC(C)C3)cc2)c1 (centres undefined),-4,i,2,-2,-8,3,10,0.3,2
Cc1cc(=O)oc2cc(OCC(=O)N3CCN(c4ccc(F)cc4)CC3)ccc12,-4,i,0,-3,28,-1,1,0.2,-13
Cc1cc(=O)[nH]c(SCC(=O)Nc2cc(S(=O)(=O)N3CCCC3)ccc2Cl)n1,13,i,-1,-2,-12,-2,4,1.4,-9
O=c1cc(CSc2nnc(-c3ccco3)o2)c2ccccc2[nH]1,-6,i,5,-2,-7,-2,-4,-0.1,4
C=CCn1c(SCC(=O)Nc2c(C)n(C)n(-c3ccccc3)c2=O)nc2sc(C)c(-c3ccccc3)c2c1=O,-8,i,-4,-5,9,-1,-4,2.7,-18
CCCc1nc(SCC(=O)Nc2nnc(SCC)s2)c2c(=O)n(C)c(=O)n(C)c2n1,-6,i,-8,-6,-9,-2,-1,-0.1,-15
